High-throughput results: PubChem, Sanford-Burnham Center for Chemical Genomics
APJ ag: APJ receptor agonism; 330,000 compounds, 0.11% hits; P35414; CHO-K1 APJ PathHunter beta-arrestin, luminescence; 0% DMSO wells, 100% apelin; AID 2520; activation, % at 20 µM;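 active means activation more than six SD over the plate average, tested at 20 µM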;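 further: 0% = DMSO alone and 100% = apelin-13 at 10 nM; some results filed as inactive read as strong as hits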
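Assay system: CHO-K1 APJ beta-arrestin complementation cell line / Compound: single test compound dose, 20 µM final, 1% DMSO / Times: overnight seeding, 90 min compound at 25 °C, 1 h detection / Technique: beta-gal luminescence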
tim23-1 inh: tim23-1 yeast growth inhibition. S. cerevisiae tim23-1 growth, BacTiter-Glo luminescence, 24 h. inhibition, % at 20 µM. 330,000 compounds, 1.3% hits;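 active means growth inhibition of the mutant yeast at or above 50%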;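 further: temperature-sensitive mutant grown at 25 °C; plate controls were DMSO-treated mutant yeast for no effect and medium wells lacking yeast for full effect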
CHOP UPR activ: activators of apoptotic arm of unfolded protein response (CHOP) | activation, % at 10 µM | 330,000 compounds, 0.34% hits | CHO-CHOP luciferase reporter, UPR activation, luminescence; percent of tunicamycin response over DMSO baseline;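 active means at 10 µM dose, activation of 40% or more, normalized to positive control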;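 further: 100% = tunicamycin at 10 µg/mL and 0% = DMSO alone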
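measured by = luciferase luminescence | assay system = CHO-CHOP cells, stable luciferase reporter of PERK-eIF2a-CHOP signalling | amount = 500 reporter cells seeded per well | timing = 6 h compound exposure at 37 °C after overnight seeding | controls = positive tunicamycin 10 µg/mL, negative DMSO alone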
Mdm2 MdmX PPI: disrupts the human Mdm2-MdmX interaction; O15151+Q00987; inhibition, % at 8 µM; SaOS-2 split-luciferase Mdm2/MdmX complementation, luminescence; 330,000 compounds, 3% hits; AID 485346;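 active means inhibition of at least 50% at 8 µM in the primary screen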
Target sequence (O15151 whole entry, looked up): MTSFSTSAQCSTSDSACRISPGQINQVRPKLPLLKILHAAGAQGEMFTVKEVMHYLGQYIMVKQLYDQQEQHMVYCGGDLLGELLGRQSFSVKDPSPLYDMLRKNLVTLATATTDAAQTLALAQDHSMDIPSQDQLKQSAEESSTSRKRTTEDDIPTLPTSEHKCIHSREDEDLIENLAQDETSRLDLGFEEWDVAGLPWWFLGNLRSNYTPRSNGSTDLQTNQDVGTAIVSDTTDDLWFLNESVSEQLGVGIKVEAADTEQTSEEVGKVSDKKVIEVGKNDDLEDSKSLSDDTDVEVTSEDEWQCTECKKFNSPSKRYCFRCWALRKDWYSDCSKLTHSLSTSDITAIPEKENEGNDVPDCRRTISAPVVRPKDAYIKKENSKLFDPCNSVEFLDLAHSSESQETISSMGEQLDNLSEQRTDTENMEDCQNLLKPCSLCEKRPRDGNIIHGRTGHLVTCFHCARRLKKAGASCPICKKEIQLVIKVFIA
Target sequence (Q00987 whole entry, looked up): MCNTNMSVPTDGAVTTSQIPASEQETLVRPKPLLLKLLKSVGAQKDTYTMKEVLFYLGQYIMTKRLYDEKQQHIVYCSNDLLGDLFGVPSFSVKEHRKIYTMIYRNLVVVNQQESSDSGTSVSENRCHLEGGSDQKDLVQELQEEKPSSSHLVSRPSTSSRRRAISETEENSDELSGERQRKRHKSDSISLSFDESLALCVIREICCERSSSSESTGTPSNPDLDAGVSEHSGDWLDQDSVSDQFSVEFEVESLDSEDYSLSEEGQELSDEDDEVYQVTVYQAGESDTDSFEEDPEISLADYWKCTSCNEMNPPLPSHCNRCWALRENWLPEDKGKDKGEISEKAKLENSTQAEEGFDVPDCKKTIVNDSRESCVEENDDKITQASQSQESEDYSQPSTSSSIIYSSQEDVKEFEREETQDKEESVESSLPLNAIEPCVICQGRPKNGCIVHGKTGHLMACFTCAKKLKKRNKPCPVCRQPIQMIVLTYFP
Jurkat NFkB inh: inhibitors of the PMA/ionomycin-induced NF-kB reporter in Jurkat cells. PMA/ionomycin-induced NF-kB luciferase reporter, luminescence. inhibition, % at 4 µM. 330,000 compounds, 0.53% hits. AID 435003; in the data active means inhibition above about 50%
UPR XBP1 act: adaptive UPR (XBP1) activation. CHO-XBP1 luciferase reporter, IRE1-XBP1 UPR activation, luminescence; percent of tunicamycin response, DMSO as zero. activation, % at 20 µM. 330,000 compounds, 0.33% hits;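 active means versus positive control, 20 µM dose yields 30% or more activation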;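 further: 100% = tunicamycin at 10 µg/mL and 0% = DMSO only wells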
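Material – CHO cell line with stable XBP1 luciferase reporter · Buffer or medium – F12 plus 10% FBS · Compound – single point, 20 µM final compound, 1% DMSO · Schedule – 16-18 h cell attachment at 37 °C, then 6 h compound exposure · Signal – Steady-Glo luminescence read · Benchmarks – high control tunicamycin 10 µg/mL final, low control DMSO vehicle only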
697 NFkB inh: inhibitors of the PMA/ionomycin-induced NF-kB reporter in 697 B cells. AID 435022. 697 B-cell NF-kB luciferase reporter, 16 h. 330,000 compounds, 0.33% hits. inhibition, % at 4 µM; in the data active means inhibition above about 35%
APJ antagonist: antagonists of human APJ apelin receptor; P35414; CHO-K1 APJ beta-arrestin complementation, luminescence; inhibition, % at 20 µM; 330,000 compounds, 0.32% hits; AID 2521;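 active means inhibition above about 40% at 20 µM, limit read from the data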;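 further: cells challenged with 10 nM apelin-13 agonist together with compound; plate controls were apelin-13 plus DMSO wells for no effect and DMSO wells lacking apelin-13 for full effect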
* = called active by the depositor; i = inactive; & = joins results of further samples.

1	CCSc1nnc(-c2cccs2)o1
2	COCc1cc(C)n(CC(=O)NC(C)c2ccccc2)c(=O)c1C#N (centres undefined)
3	C=CCn1c(=O)c(C(=O)Nc2ccc(C)cn2)c(O)c2ccccc21
4	COc1ccccc1N1CCN(C(=O)CNS(=O)(=O)c2ccc(Br)s2)CC1
5	O=c1nc(Nc2ccc(OCc3ccccc3)cc2)sc2ncccc12
6	CCCc1nc2nc(C)c(NS(=O)(=O)c3ccc([N+](=O)[O-])cc3)c(=O)n2[nH]1
7	O=C(c1ccc(-c2cccc(Cl)c2Cl)o1)N1CCOCC1
8	O=C(NCCNC(=O)c1ccccc1Br)c1cccnc1

compound no.,1,2,3,4,5,6,7,8
tim23-1 inh,1,3,17,11,3,14,39,4
APJ ag,-2,2,0,-3,-1,2,-4,0
Mdm2 MdmX PPI,-2,6,12,6,69*,-2,-174,-6
697 NFkB inh,-16,-20,-28,5,i,-1,-117,-8
CHOP UPR activ,4.0,2.0,2.8,-0.8,-0.6,1.3,5.9,-1.4
Jurkat NFkB inh,-20,5,-7,11,-55,-10,-116,6
APJ antagonist,16,0,10,16,-3,-24,9,13
UPR XBP1 act,-1,0,6,-4,0,-1,-1,-3

9	CCN(Cc1ccc2c(c1)OCO2)C(=O)CSc1nc(C)nc2sc(C)c(C)c12
10	COc1cccc(CC2(CO)CCCN(Cc3cn[nH]c3-c3ccccc3)C2)c1 (centres undefined)
11	CN1/C(=C\C(=O)c2cccnc2Cl)C(C)(C)c2ccccc21
12	CCOc1ccccc1Nc1ncccc1C(=O)N1CCCC1
13	N#CC(C(=O)OC1CCCCC1)c1nc2ccccc2nc1N1CCCCC1 (centres undefined)
14	CC(C)(C)n1nnnc1CN1C2CCC1CC(NC(=O)Nc1ccccc1)C2 (centres undefined)
15	CN(C)/C=C(\C#N)C(=O)N/N=C/c1ccccc1
16	CSCCC(NC(=O)c1ccco1)C(=O)OC(C)C(=O)NC(=O)NC1CCCCC1 (centres undefined)

compound no.,9,10,11,12,13,14,15,16
tim23-1 inh,33,8,36,25,15,-4,9,15
APJ ag,-4,0,-1,0,-2,-2,-4,-8
Mdm2 MdmX PPI,22,-9,9,-6,20,-4,10,12
697 NFkB inh,-13,-6,-41,-21,16,25,-3,-12
CHOP UPR activ,0.8,0.4,2.4,-0.2,2.0,1.1,2.2,-2.3
Jurkat NFkB inh,22,3,-13,19,9,-8,-17,-2
APJ antagonist,16,-5,0,-11,5,7,11,16
UPR XBP1 act,0,-3,2,-3,-2,-2,1,1

17	CCN1CCN(Cc2cc(=O)oc3cc(C)cc(C)c23)CC1
18	Cc1csc(N/N=C/c2ccc([N+](=O)[O-])cc2)n1
19	CC(CNC(=O)C(C)(C)C)NC(=O)C(C)(C)C (centres undefined)
20	CC(C)c1nc(CNC(=O)CCc2nnc(-c3ccsc3)o2)cs1
21	COc1cc2ncc(C(=O)c3ccccc3)c(N3CCN(Cc4ccccc4)CC3)c2cc1OC
22	COC(=O)CNC(=O)C(CCSC)NC(C)=O (centres undefined)
23	COC(=O)c1ccccc1NC(=O)C1CC(=O)N(C2CCCCC2)C1 (centres undefined)
24	CCN(CC)c1ccc(/C=C2/C(=O)N(c3ccc([N+](=O)[O-])cc3)N=C2N2CCOCC2)cc1

compound no.,17,18,19,20,21,22,23,24
tim23-1 inh,13,30,-3,12,42,7,19,10
APJ ag,-5,6,-1,-2,-1,-1,-2,-3
Mdm2 MdmX PPI,-31,-82,-4,0,23,18,-6,5
697 NFkB inh,6,-60,17,-4,0,12,10,9
CHOP UPR activ,-1.8,7.0,-1.0,1.9,1.1,-1.4,-1.9,1.2
Jurkat NFkB inh,-10,-48,-21,-7,9,-6,4,-14
APJ antagonist,-8,0,-1,9,-2,-23,10,6
UPR XBP1 act,0,0,-1,5,-1,0,-2,-3

25	CCSc1nnc(NC(=O)C(CC)Oc2ccccc2)s1 (centres undefined)
26	Cc1cccc(NC(=O)c2cc(-c3cc(C)cc(C)c3O)n[nH]2)c1
27	CC(C)c1ccc(NC(=O)CN2C(=O)COc3ccc(S(=O)(=O)N4CCOCC4)cc32)cc1
28	CC(=O)Nc1ccc(S(=O)(=O)N2CCC(C(=O)NCc3ccco3)CC2)cc1
29	COc1cccc(CNn2cnnc2)c1OCc1ccccc1F
30	COc1ccc(S(=O)(=O)N2CCOCC2)cc1NC(=O)CN1CCN(C)CC1
31	Cc1ccc(Cn2c(SCCN3CCOCC3)nc3c2c(=O)n(C)c(=O)n3C)cc1
32	CCCNC(=O)c1onc(CSc2ccc(Cl)cc2)c1C(=O)NC(C)C

compound no.,25,26,27,28,29,30,31,32
tim23-1 inh,19,-16,-21,0,13,12,11,15
APJ ag,3,3,-4,4,-1,-4,4,3
Mdm2 MdmX PPI,16,14,15,14,13,-8,8,-28
697 NFkB inh,7,-3,-2,6,6,11,-1,13
CHOP UPR activ,-2.6,5.7,0.5,1.4,-1.9,2.0,-2.3,-2.2
Jurkat NFkB inh,-16,-19,5,11,0,10,2,5
APJ antagonist,-7,-2,45*,10,-14,15,-12,3
UPR XBP1 act,-2,-5,-3,-7,0,-1,0,0

33	CCOc1ccccc1NC(=O)c1ccccc1N(C)S(=O)(=O)c1ccc(C)cc1
34	Cc1cc(C)c(OCCN2CC(C)OC(C)C2)c(Br)c1 (centres undefined)
35	Cc1ccc(NS(=O)(=O)c2ccc3c(c2)NC(=O)C(C)C(=O)N3)c(Cl)c1 (centres undefined)
36	COc1ccc(-c2cccc(NC(=O)c3ccc4c(c3)OCO4)c2)nn1
37	CN(N)c1nc(N2CCCC2)nc(N2CCCC2)n1
38	O=[N+]([O-])c1ccc(N2CCN(S(=O)(=O)c3ccccc3)CC2)c2cccnc12
39	Cc1cccc(-n2nnc3c(=O)n(Cc4ccccn4)cnc32)c1
40	CCOC(=O)N1CCN(S(=O)(=O)c2ccc3c(c2)CC(C)N3C(=O)C2CC2)CC1 (centres undefined)

compound no.,33,34,35,36,37,38,39,40
tim23-1 inh,20,0,-7,14,13,21,2,27
APJ ag,-4,-3,8,-1,-7,-5,-3,6
Mdm2 MdmX PPI,38,25,-2,6,-7,41,9,22
697 NFkB inh,10,8,1,-7,-2,4,9,-16
CHOP UPR activ,0.0,2.0,-1.3,-1.3,1.1,-2.9,1.7,1.8
Jurkat NFkB inh,1,-13,4,-4,15,15,-7,0
APJ antagonist,3,-5,-4,-28,-1,46*,-8,10
UPR XBP1 act,-3,0,-1,-4,0,-5,0,-3

Reformatted as tab-separated lines: entries from further up.
nr	Structure	tim23-1 inh	APJ ag	Mdm2 MdmX PPI	697 NFkB inh	CHOP UPR activ	Jurkat NFkB inh	APJ antagonist	UPR XBP1 act
27	CC(C)c1ccc(NC(=O)CN2C(=O)COc3ccc(S(=O)(=O)N4CCOCC4)cc32)cc1	-21	-4	15	-2	0.5	5	45*	-3
28	CC(=O)Nc1ccc(S(=O)(=O)N2CCC(C(=O)NCc3ccco3)CC2)cc1	0	4	14	6	1.4	11	10	-7
29	COc1cccc(CNn2cnnc2)c1OCc1ccccc1F	13	-1	13	6	-1.9	0	-14	0
30	COc1ccc(S(=O)(=O)N2CCOCC2)cc1NC(=O)CN1CCN(C)CC1	12	-4	-8	11	2.0	10	15	-1
31	Cc1ccc(Cn2c(SCCN3CCOCC3)nc3c2c(=O)n(C)c(=O)n3C)cc1	11	4	8	-1	-2.3	2	-12	0
32	CCCNC(=O)c1onc(CSc2ccc(Cl)cc2)c1C(=O)NC(C)C	15	3	-28	13	-2.2	5	3	0
33	CCOc1ccccc1NC(=O)c1ccccc1N(C)S(=O)(=O)c1ccc(C)cc1	20	-4	38	10	0.0	1	3	-3
34	Cc1cc(C)c(OCCN2CC(C)OC(C)C2)c(Br)c1 (centres undefined)	0	-3	25	8	2.0	-13	-5	0
35	Cc1ccc(NS(=O)(=O)c2ccc3c(c2)NC(=O)C(C)C(=O)N3)c(Cl)c1 (centres undefined)	-7	8	-2	1	-1.3	4	-4	-1
36	COc1ccc(-c2cccc(NC(=O)c3ccc4c(c3)OCO4)c2)nn1	14	-1	6	-7	-1.3	-4	-28	-4
37	CN(N)c1nc(N2CCCC2)nc(N2CCCC2)n1	13	-7	-7	-2	1.1	15	-1	0
38	O=[N+]([O-])c1ccc(N2CCN(S(=O)(=O)c3ccccc3)CC2)c2cccnc12	21	-5	41	4	-2.9	15	46*	-5

The list continues.
41	COc1ccccc1OCCNC(=O)c1cc(F)c(F)cc1Cl
42	O=C(O)CCn1cc(/C=C2/NC(=S)N(c3ccccc3)C2=O)c(-c2ccccc2)n1
43	CCOC(=O)N1CCN(C(=O)CSCC(=O)Nc2nc(-c3cccs3)cs2)CC1
44	CN(Cc1ccccc1)C(=O)c1nc[nH]c1C(=O)N(C)Cc1ccccc1
45	COc1ccc(NC(=S)Nc2ccccc2)cc1
46	CC1(Cc2ccc3c(c2)OCO3)NC(=O)NC1=O (centres undefined)
47	CCOC(=O)CSc1nc2c(sc(=S)n2-c2ccccc2)c(=O)[nH]1
48	COc1ccccc1N1CC(C)(C)C(=O)N(C(=O)c2ccc(Cl)cc2)C1=S

compound no.,41,42,43,44,45,46,47,48
tim23-1 inh,15,7,14,-12,1&36,7,13,51*
APJ ag,-4,-1,-3,-2,-2&-4,10,4,2
Mdm2 MdmX PPI,14,0,-3,11,-5&-19,4,15,31
697 NFkB inh,10,8,1,4,-6&4,-5,5,3
CHOP UPR activ,4.3,-2.0,-0.4,3.3,2.4&3.2,-0.2,2.7,6.6
Jurkat NFkB inh,-7,-2,-5,5,-6&-9,-14,1,23
APJ antagonist,3,-15,13,1,12&3,-13,-5,23
UPR XBP1 act,2,-1,-2,0,-1&3,-1,-4,10

49	OC(CN1CCOCC1)Cn1c2ccccc2c2ccccc21 (centres undefined)
50	C=CCNC(=O)c1c(CSc2ccc(Cl)cc2)noc1C(=O)NCc1ccccc1
51	Cc1cccc(Cl)c1NC(=S)N1CCN(c2ccc([N+](=O)[O-])cn2)CC1
52	Cc1cc(=O)oc2cc(OCC(=O)OCC(=O)Nc3c(C)n(C)n(-c4ccccc4)c3=O)ccc12
53	COc1ccc2oc(=O)c(-c3ccccc3C(=O)N3CCOCC3)cc2c1
54	Cc1c(C#N)c(NC(=O)c2ccccc2)n(Cc2ccccc2)c1C
55	CCOC(=O)c1c(C)sc2c1N(C(=O)CCl)c1cc(Cl)ccc1S2
56	COc1ccccc1C(CNC(=O)c1ccc(NS(=O)(=O)c2ccc(F)c(C)c2)cc1)N1CCCC1 (centres undefined)

compound no.,49,50,51,52,53,54,55,56
tim23-1 inh,8,20,1,5,23,21,61*,-3
APJ ag,0,-4,2,-3,0,-8,-1,-3
Mdm2 MdmX PPI,-19,36,20,2,-8,29,100*,15
697 NFkB inh,6,19,7,7,-7,18,-199,2
CHOP UPR activ,-1.1,1.5,1.9,0.8,-1.7,-0.6,14,0.8
Jurkat NFkB inh,-8,8,6,-5,2,-12,11,-18
APJ antagonist,-8,-60,-5,-20,-4,1,-12,8
UPR XBP1 act,-4,-2,0,-2,-1,-7,-7,-1
